Source: PubChem BioAssay (The Scripps Research Institute Molecular Screening Center)
CHRM4 agonist = agonists of human muscarinic M4 receptor (CHRM4) | AID 624127 | activation, % at 3 µM | P08173 | CHO-K1 hM4/Gqi5, Fluo-8 calcium fluorescence; vehicle 0%, full acetylcholine response 100% | 360,000 compounds, 0.14% hits;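 active = activation above the run mean over all test wells plus 3 SD, cut at about 32% in these data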;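 also: peak over basal fluorescence ratio per well then scaled between controls; 0% = DMSO wells and 100% = acetylcholine at EC100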
Target sequence (P08173 whole entry, looked up): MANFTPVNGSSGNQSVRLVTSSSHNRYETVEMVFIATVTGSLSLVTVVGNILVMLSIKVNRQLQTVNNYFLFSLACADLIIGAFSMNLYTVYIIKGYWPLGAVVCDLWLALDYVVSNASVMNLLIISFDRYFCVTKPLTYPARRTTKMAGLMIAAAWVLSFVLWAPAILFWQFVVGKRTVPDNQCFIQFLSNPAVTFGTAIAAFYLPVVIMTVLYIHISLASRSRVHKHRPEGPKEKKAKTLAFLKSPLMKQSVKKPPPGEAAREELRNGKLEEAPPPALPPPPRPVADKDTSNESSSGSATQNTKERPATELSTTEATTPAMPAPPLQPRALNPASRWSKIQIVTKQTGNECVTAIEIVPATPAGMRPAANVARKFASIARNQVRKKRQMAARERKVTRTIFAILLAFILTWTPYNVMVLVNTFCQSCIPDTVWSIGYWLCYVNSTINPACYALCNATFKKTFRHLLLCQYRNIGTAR
CHO parental Ca = counter-screen: ATP calcium response change in parental CHO cells; parental CHO-K1, ATP-induced calcium, Fluo-8 fluorescence; inhibition, % at 5.6 µM; 330,000 compounds, 0.63% hits; AID 463079;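 active = inhibition above that plate's mean sample inhibition plus 3 SD, cut at about 26% in these data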;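 also: 0% = ATP-challenged DMSO wells and 100% = DMSO wells without ATP; some compounds past the cut are filed as inactive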
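Test system: untransfected parental CHO cell line. Compound: one dose, 5.6 µM nominal. Detection: intracellular calcium via Fluo-8 no-wash fluorescent dye. Measure: % inhibition. Benchmarks: ATP-challenged DMSO wells low, unchallenged DMSO wells high.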
M1 ag parental = counter-screen for M1 agonists: effect in parental CHO-K1 cells; activation, % at 3 µM; 360,000 compounds, 0.48% hits; Fluo-8 calcium fluorescence; scaled to maximal ATP response, vehicle zero; in the data active = activation above about 15%;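 also: untransfected CHO-K1 host cells lacking M1 receptor as counterscreen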
OXTR potentiate = potentiators of human oxytocin receptor | P30559 | CHO-OTR cells, Fluo-8 calcium fluorescence, potentiator mode; 0% = oxytocin EC15, 100% = EC100 | activation, % at 3 µM | 320,000 compounds, 0.061% hits;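 active = activation above that plate's cutoff, the mean activation of tested compounds plus 3 SD, cut at about 6.6% in these data, passing the limit was not always enough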;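 also: 100% uses oxytocin at 75 nM as the full agonist control; some results filed as inactive read as strong as hits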
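Replication – single well per compound, singlicate · Assay system – CHO cell line stably expressing human OTR · Timing – 6 min pre-incubation, 100 s read · Measure – normalized max/min fluorescence ratio, % activation · Doses – 3.0 µM, one dose · Detection – Fluo-8 calcium dye fluorescence · Probe or stimulus – oxytocin near EC15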
M1 PAM = positive allosteric modulators of human M1 muscarinic receptor | CHO-K1 hM1, Fluo-8 calcium fluorescence, ACh EC20; 0% = ACh EC20, 100% = maximal ACh | activation, % at 3 µM | 360,000 compounds, 0.088% hits | AID 588819; in the data active = activation above about 19%, passing the limit was not always enough
Target sequence (P11229 whole entry, looked up): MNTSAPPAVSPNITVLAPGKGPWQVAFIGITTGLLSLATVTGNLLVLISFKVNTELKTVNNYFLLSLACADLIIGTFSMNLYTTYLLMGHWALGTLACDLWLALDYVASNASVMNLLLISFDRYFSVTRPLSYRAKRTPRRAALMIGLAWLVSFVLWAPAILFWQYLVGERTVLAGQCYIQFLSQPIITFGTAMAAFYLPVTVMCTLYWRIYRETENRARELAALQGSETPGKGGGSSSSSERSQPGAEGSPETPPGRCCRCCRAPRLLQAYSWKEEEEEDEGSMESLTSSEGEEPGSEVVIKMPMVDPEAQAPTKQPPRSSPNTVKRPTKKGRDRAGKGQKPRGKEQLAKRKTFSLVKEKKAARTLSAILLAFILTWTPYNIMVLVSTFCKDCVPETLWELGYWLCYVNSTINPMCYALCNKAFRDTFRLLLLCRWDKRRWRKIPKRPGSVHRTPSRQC
M1 ag = agonists of human M1 muscarinic receptor; P11229; CHO-K1 hM1, Fluo-8 calcium fluorescence, agonist mode; 0% DMSO, 100% acetylcholine EC100; activation, % at 3 µM; 360,000 compounds, 0.33% hits; AID 588814;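 active = activation above the run's mean compound activation plus 3 SD, cut at about 16% in these data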;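 also: peak over basal fluorescence ratio within a 140 s kinetic read after compound addition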
M1 antag = blocks human M1 muscarinic receptor; P11229; CHO-K1 hM1, Fluo-8 calcium fluorescence, ACh EC80 antagonist; inhibition, % at 3 µM; 360,000 compounds, 1.3% hits; AID 588852;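 active = percent inhibition above its own plate's cutoff, namely the mean of that plate's compound wells plus 3 SD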;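 also: peak over basal fluorescence ratio during 140 s after agonist addition; 0% = ACh EC80 plus DMSO and 100% = DMSO alone without agonist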
M4 antag = blocks acetylcholine activation of human M4 receptor | CHO-hM4 cells, ACh EC80, Fluo-8 calcium fluorescence | P08173 | 360,000 compounds, 0.73% hits | inhibition, % at 3 µM;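 active = inhibition above its plate's cutoff, the mean inhibition of sample wells plus 3 SD, cut at about 27% in these data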;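 also: 0% = acetylcholine EC80 with DMSO and 100% = DMSO without agonist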
CHO-K1 Ca antag = nonselective inhibitor or artifact in parental CHO-K1 cells | ATP-induced calcium, Fluo-8 fluorescence | inhibition, % at 3 µM | 360,000 compounds, 0.6% hits | AID 602250;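 active = inhibition above a per-plate cutoff, the plate's mean sample inhibition plus 3 SD, cut at about 24% in these data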;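 also: 0% = DMSO plus EC80 ATP and 100% = DMSO alone without ATP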
* = called active by the depositor; nt = not tested or not shown.

Values run as follows: CHRM4 agonist | CHO parental Ca | M1 ag parental | OXTR potentiate | M1 PAM | M1 ag | M1 antag | M4 antag | CHO-K1 Ca antag
CC(C)CNC(=O)C(=O)NCc1ccccn1
→ 0 | -11 | 1.8 | 2 | 9 | -8 | -2 | 4 | 7
Cc1cc(-c2nc(C)c(-c3nnc(SCC(=O)Nc4ccccc4)n3C)s2)no1
→ 8 | -1 | 2.7 | -15 | 2 | 7 | -5 | 0 | 0
CSS(=O)(=O)c1cccc2cccnc12
→ 1 | -7 | 0.5 | -2 | 2 | -2 | -9 | 12 | -3
Cc1ccccc1CN1CCN(Cc2cc3ccccc3o2)CC1CCO (stereo not given)
→ 2 | 8 | 4.0 | -3 | 3 | -7 | -3 | 14 | 0
Cc1cccn2cc(-c3ccc(F)cc3)nc12
→ -1 | -20 | -0.2 | 2 | 8 | -6 | -9 | 2 | -16
CC(C)CNS(=O)(=O)c1ccc(CCC(=O)Nc2ccc3c(c2)OCCO3)cc1
→ 2 | 5 | 1.2 | 0 | 13 | -1 | -3 | -2 | -4
CCN(C(=O)CSc1nnc(-c2ccncc2)o1)c1ccccc1
→ 1 | -5 | 0.1 | -5 | 12 | -1 | -7 | -9 | 9
COC(=O)c1ccccc1NC(=O)CNCCc1ccc(OC)c(OC)c1
→ 2 | -30 | 3.3 | -17 | 0 | -5 | 6 | 3 | -18
COc1ccccc1CN1C2CCCC1CC(NC(=O)/C=C/c1ccccc1)C2 (stereo not given)
→ 2 | -6 | 1.0 | -21 | -32 | -13 | 62* | 1 | -15
COc1cccc(NC(=O)c2cnc(SC)nc2)c1
→ 3 | -11 | 1.5 | 1 | 11 | -2 | -22 | -4 | -2
CCN(CC)CCCNC(=O)CNC(=O)c1nn(-c2ccc(OC)c(OC)c2)c(=O)c2ccccc12
→ 1 | 0 | -0.1 | -18 | 12 | -8 | 0 | -21 | -7
CCCOc1ccc(N2C(=O)CC(N(CCOC34CC5CC(CC(C5)C3)C4)C(C)=O)C2=O)cc1 (stereo not given)
→ 1 | -12 | -0.1 | -1 | 11 | -4 | -11 | 3 | -8
O=C(NNC(=O)c1ccccc1F)c1cccc(Cl)c1
→ 1 | 0 | 8.1 | -4 | 3 | -4 | -3 | 1 | -11
O=C(NCC1CC1)c1cccs1
→ 1 | nt | 0.1 | nt | -2 | -2 | 8 | -5 | 4
CC(=O)Nc1ccc(NC(=O)C(C)OC(=O)CCc2c[nH]c3ccccc23)cc1 (stereo not given)
→ 3 | -2 | 0.5 | -16 | 4 | 2 | -24 | -17 | -4
CN1CCN(c2nc3cc(C(F)(F)F)ccc3n3cccc23)CC1
→ 4 | -20 | 1.2 | -9 | -5 | 1 | -4 | -15 | -4
O=C1NC[C@@H](CCCCN2CCN(CCc3ccc(O)cc3)C(=O)C2=O)N(CCc2ccc(O)cc2)C1=O
→ 1 | nt | 0.3 | nt | nt | nt | nt | -11 | -6
Cc1cc(Br)cn2c(Cc3ccccc3)c(-c3ccc(F)cc3)nc12
→ -1 | nt | -0.4 | nt | 8 | -5 | -23 | -5 | -17
COc1ccc(CC(=O)NNC(=O)COc2ccc(C)cc2)cc1S(=O)(=O)N1CCOCC1
→ 0 | -2 | 0.5 | -2 | 2 | -1 | -3 | -10 | 7
Cc1ccc(Nc2nc(NCCCN3CCOCC3)nc(N)c2[N+](=O)[O-])cc1C
→ 2 | -21 | 3.4 | -3 | -4 | -2 | -9 | -10 | -20
Cc1ccc2c(CN3CCC(C)CC3)cc(=O)oc2c1C
→ 0 | nt | -0.7 | nt | 0 | -3 | -2 | -4 | -17
Cc1cc(C)cc(OCC(=O)N/N=C/c2ccncc2)c1
→ 1 | -3 | 0.3 | 0 | -8 | -1 | 8 | -3 | 15
CN(C)S(=O)(=O)c1ccc(-c2csc(N/N=C/c3ccc(O)cc3)n2)cc1
→ 19 | 11 | 6.7 | -7 | -12 | -1 | 37* | 29* | 16
COC(=O)C1NC(=O)N2C(C(=O)OC)C(C)(C)S[C@H]12 (stereo not given in full)
→ 2 | -6 | -0.2 | 1 | -3 | -1 | 15 | 4 | 3
Cc1ccc(C(=O)OCC(=O)NCCN2C(=O)CSC2=O)cc1[N+](=O)[O-]
→ 4 | 9 | 0.0 | -2 | 9 | 1 | -1 | -15 | 6
CCOc1ccc(NC(=S)NCCCN2CCN(c3ccc(OC)cc3)CC2)cc1
→ 2 | 9 | 1.1 | -12 | 3 | -5 | -2 | -10 | -7
CC(C)N1C(=O)S/C(=C/c2ccc3c(c2)n(C)c(=O)n3C)C1=O
→ 4 | -16 | 2.2 | -13 | 1 | 0 | 7 | 5 | 7
Cc1ccc(S(=O)(=O)CC(=O)N(CCCN(C)C)c2nc3ccc(C)cc3s2)cc1
→ 2 | -12 | 4.8 | -6 | 2 | -3 | -2 | -2 | 6
COC(=O)c1cc(NC2c3ncccc3C(=O)N2Cc2ccccc2)cc(C(=O)OC)c1 (stereo not given)
→ 2 | -17 | 0.1 | 2 | 8 | -1 | -6 | -13 | -1
O=C1CC(c2ccccc2)Cc2nc(NC3CC3)ncc21 (stereo not given)
→ 0 | 13 | 0.8 | -1 | 0 | -1 | 4 | -8 | -4

Whole records, quoted from the list.
CC(C)CNC(=O)C(=O)NCc1ccccn1 reads CHRM4 agonist = 0; CHO parental Ca = -11; M1 ag parental = 1.8; OXTR potentiate = 2; M1 PAM = 9; M1 ag = -8; M1 antag = -2; M4 antag = 4; CHO-K1 Ca antag = 7
CCN(CC)CCCNC(=O)CNC(=O)c1nn(-c2ccc(OC)c(OC)c2)c(=O)c2ccccc12 reads CHRM4 agonist = 1; CHO parental Ca = 0; M1 ag parental = -0.1; OXTR potentiate = -18; M1 PAM = 12; M1 ag = -8; M1 antag = 0; M4 antag = -21; CHO-K1 Ca antag = -7
Cc1cccn2cc(-c3ccc(F)cc3)nc12 reads CHRM4 agonist = -1; CHO parental Ca = -20; M1 ag parental = -0.2; OXTR potentiate = 2; M1 PAM = 8; M1 ag = -6; M1 antag = -9; M4 antag = 2; CHO-K1 Ca antag = -16

Following part.
Values run as follows: CHRM4 agonist | CHO parental Ca | M1 ag parental | OXTR potentiate | M1 PAM | M1 ag | M1 antag | M4 antag | CHO-K1 Ca antag
Cc1nnc(NC(=O)c2ccc(Br)o2)s1
→ 1 | -5 | -0.4 | -8 | 7 | -1 | -12 | -8 | -5
COc1ccc(-c2cc3c(=O)n(CC(=O)Nc4ccc(C(C)=O)cc4)ncn3n2)cc1
→ 1 | -4 | -0.1 | -6 | 5 | -3 | -1 | -3 | -3
COCCNC(=O)C(C#N)c1nc2ccccc2nc1N1CCCCCC1 (stereo not given)
→ 2 | -28 | 0.8 | 5 | 3 | -5 | 3 | 18 | -4
Cc1cccc(NC(=O)COC(=O)c2cccs2)c1C
→ 1 | -3 | 1.1 | -9 | 12 | -2 | -6 | 5 | -8
Cn1c(=O)c2c(nc(N/N=C/c3ccc(OC(=O)c4ccco4)cc3)n2Cc2ccccc2)n(C)c1=O
→ 0 | -32 | 0.0 | 1 | 1 | -6 | -5 | 4 | 3
CCCCn1c(N)c(N(CCC(C)C)C(=O)c2ccc(N3CCCC3=O)cc2)c(=O)[nH]c1=O
→ 1 | -19 | 0.5 | 1 | 6 | -2 | -7 | 4 | 5
COc1ccccc1NC(=O)c1cc2c(cc1Cl)N1CCCCCC1=NS2(=O)=O
→ 1 | -10 | 0.7 | -6 | 0 | -1 | -7 | -12 | -4
COC(=O)c1ccc(CN2CCCC(C(=O)c3ccccc3OC)C2)cc1 (stereo not given)
→ 1 | -17 | 0.6 | 0 | -6 | 27* | 7 | 6 | -13
Cc1cccc(NC(=O)NNC(=O)COc2ccc([N+](=O)[O-])cc2)c1C
→ 0 | 1 | 1.2 | -6 | 16 | -2 | -19 | -5 | -12
CCC(=O)OCC(=O)Nc1cc(C)c(C)cc1[N+](=O)[O-]
→ 1 | 0 | 0.1 | 1 | 11 | -10 | -7 | -2 | 12
COCCNC(=O)C1(C)CCCN(Cc2ccc(-c3ccccn3)cc2)C1 (stereo not given)
→ 1 | nt | 0.4 | nt | -6 | -8 | 10 | -8 | -7
O=C(CCN=C1NS(=O)(=O)c2ccccc21)OCC(=O)c1ccccc1
→ 4 | -4 | 1.7 | -1 | -1 | 1 | 4 | -7 | 1
Cc1cc(SCC(=O)Nc2ccc(O)cc2)n2nc(C)c(-c3ccccc3)c2n1
→ 3 | -15 | 1.5 | -18 | 4 | -2 | -2 | 2 | -14
S=c1[nH]nc(-c2ccccn2)n1/N=C/c1c(Cl)cccc1Cl
→ 0 | 7 | 5.9 | -2 | 3 | 0 | -2 | -4 | -10
COc1ccc(NC(=O)C2CCCN2C(=O)OCc2ccccc2)cc1 (stereo not given)
→ 0 | -20 | 0.2 | -4 | 2 | -3 | -2 | 0 | -3
O=C(CSc1c(Cl)cccc1Cl)N1CCC(c2nc3ccccc3s2)CC1
→ 13 | 0 | 4.4 | -18 | 0 | 7 | -31 | -7 | -7
CCc1nc2c(OCc3ccc(F)c(F)c3)cccn2c1N(C)C(=O)C(C)C
→ -1 | nt | 0.2 | nt | -4 | -9 | -1 | -6 | -4
CCOC(=O)C1CCN(Cc2ccc(F)cc2)CC1
→ 0 | -15 | 0.5 | -6 | -2 | -5 | 7 | -9 | -9
Cc1nnc(SCC(=O)N2CC(=O)Nc3ccccc32)n1-c1ccccc1
→ 0 | 4 | 0.9 | -4 | 4 | -2 | -10 | 3 | -7
O=C(Cn1ccsc1=NC(=O)C(F)(F)F)c1ccccc1
→ 1 | -17 | 0.5 | -5 | 6 | -3 | -13 | -4 | -6
O=C(c1cc(COc2c(F)cccc2F)on1)N1CCC(c2ccccc2Cl)C1 (stereo not given)
→ 1 | -16 | 2.5 | -11 | -1 | -9 | -4 | -2 | 0
COc1ccc(/C=C/C(=O)O)cc1S(=O)(=O)NCc1ccccc1
→ 1 | -3 | 0.6 | -1 | 21 | -1 | -21 | 15 | -14
CCOC(=O)c1c2c(n(Cc3ccccc3)c1C)C(=O)C(=O)c1ccccc1-2
→ 9 | nt | 1.9 | nt | -10 | -6 | 16 | 13 | 0
Cc1ccc(C(=O)NNC(=O)c2n[nH]c(=O)c3ccccc23)cc1C
→ 1 | -14 | -0.2 | -10 | 3 | -4 | 4 | 2 | 1
C=CCn1c(NCc2ccccc2)nc2ccccc21
→ 1 | -22 | -0.3 | -2 | 3 | -3 | -2 | -9 | -5
CSc1ccc(CCNC(=O)C2CCCN(S(=O)(=O)N3CCOCC3)C2)cc1 (stereo not given)
→ 12 | -5 | 4.1 | -2 | 6 | -1 | -12 | -3 | -11
Cc1ccccc1C(=O)NC1CCN(Cc2nnnn2Cc2ccc(F)cc2)CC1
→ 1 | 5 | -0.1 | -4 | -2 | -5 | 4 | 1 | 3
O=C(c1ccc(Cl)c(Cl)c1)N1CCC(=O)N(C(COCc2cccc(Cl)c2)Cc2ccccc2)CC1 (stereo not given)
→ 11 | -27 | 0.6 | -8 | 5 | -4 | -1 | 7 | -20

Individual results from the list:
Result for COc1ccc(NC(=O)C2CCCN2C(=O)OCc2ccccc2)cc1 (stereo not given) under M4 antag: 0
Result for S=c1[nH]nc(-c2ccccn2)n1/N=C/c1c(Cl)cccc1Cl under M1 antag: -2
Result for Cc1nnc(NC(=O)c2ccc(Br)o2)s1 under M1 antag: -12

Not a hit list; any-hit rate near 2.9%.
